hcDAF-12 act: activators of H. contortus DAF-12 nuclear receptor; activation, % at 6.8 µM; 1.4% of 370,000 active; HEK293 hcDAF-12 lit1-tk-luc reporter, luminescence; 0% DMSO, 100% Δ7-dafachronic acid;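 active = activation above the mean of all tested compounds plus 3 SD, cut at about 5.5% in these data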;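 note: 100% = response to 3 µM Δ7-dafachronic acid high control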
DAX1 inh-1: inhibitors of DAX1 repression of SF-1 activated StAR promoter. AID 652010. inhibition, % at 6.8 µM. HEK293T StAR-luciferase reporter, SF-1/DAX-1 repression relief. 1.1% of 370,000 active;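 active = inhibition above the mean over all tested compounds plus 3 SD, cut at about 3.6% in these data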;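 note: 0% = DAX-1 cells with DMSO and 100% = cells lacking DAX-1 with DMSO; higher inhibition means more luminescence from relief of DAX-1 repression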
GC-A act: GC-A (human) enzyme activation; AID 1671463; activation, % at 10 µM; 0.14% of 370,000 active; HEK293 GC-A cells, cGMP TR-FRET, EC30 ANP; 0% at EC30 ANP, 100% saturating ANP; in the data active = activation above about 40%
hgDAF-12 ag: hgDAF-12 agonism, primary luciferase screen; HEK293 GAL4-hgDAF12 UAS-luciferase reporter, agonist luminescence; normalized to butyrate control; activation, % at 6.8 µM; 1.8% of 370,000 active; AID 687014;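 active = activation above a cutoff set at the mean of all screened compounds plus 3 SD, cut at about 10% in these data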;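 note: 0% = DMSO wells and 100% = sodium butyrate wells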
ADAM10 inh: inhibits human ADAM10 | recombinant ADAM10, EDANS/DABCYL FRET peptide cleavage, 3 h | inhibition, % at 7 µM | 0.62% of 370,000 active | AID 720582;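 active = inhibition above a per-campaign cutoff equal to the mean of compounds falling between control-based bounds plus 3 SD, cut at about 20% in these data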;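 note: 0% = DMSO wells while the 100% control is not disclosed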
Target sequence (O14672 214-748 limits assumed): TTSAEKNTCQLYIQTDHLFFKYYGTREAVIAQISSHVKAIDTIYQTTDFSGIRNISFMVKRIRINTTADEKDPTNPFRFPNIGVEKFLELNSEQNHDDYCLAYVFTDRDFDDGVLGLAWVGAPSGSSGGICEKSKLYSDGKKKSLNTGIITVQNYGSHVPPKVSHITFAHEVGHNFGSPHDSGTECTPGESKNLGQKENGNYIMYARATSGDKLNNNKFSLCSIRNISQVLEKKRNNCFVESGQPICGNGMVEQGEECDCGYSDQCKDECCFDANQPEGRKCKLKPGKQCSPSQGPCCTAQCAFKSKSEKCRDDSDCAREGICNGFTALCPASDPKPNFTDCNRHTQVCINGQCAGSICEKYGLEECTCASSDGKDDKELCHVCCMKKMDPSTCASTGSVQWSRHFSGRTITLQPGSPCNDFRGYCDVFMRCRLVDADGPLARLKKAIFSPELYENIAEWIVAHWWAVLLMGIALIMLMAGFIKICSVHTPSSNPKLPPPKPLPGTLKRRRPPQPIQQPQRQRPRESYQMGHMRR
GAA850 FXN act: activators of GAA850 frataxin (FXN) promoter; HEK293 lucGAA850 FXN promoter luciferase reporter, 24 h; percent of 10 µM SAHA response; activation, % at 6 µM; 0.56% of 360,000 active; AID 540364;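 active = activation above the average of all compounds screened plus 3 SD, cutoff fixed separately per campaign, cut at about 7.5% in these data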;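 note: 0% = DMSO wells and 100% = 10 µM SAHA wells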
DAX1 inh-2: inhibits human nuclear receptor DAX1 | P51843 | HEK293 Gal4-DAX1 luciferase reporter, luminescence | inhibition, % at 6.75 µM | 0.99% of 340,000 active | AID 504766;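 active = inhibition above the mean over all tested compounds plus 3 SD, cut at about 4.2% in these data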;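 note: 0% = DAX1-transfected cells with DMSO and 100% = empty-vector control cells with DMSO; inhibition shows as a rise in luminescence from relieved DAX1 repression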
Target sequence (P51843 207-470 limits assumed): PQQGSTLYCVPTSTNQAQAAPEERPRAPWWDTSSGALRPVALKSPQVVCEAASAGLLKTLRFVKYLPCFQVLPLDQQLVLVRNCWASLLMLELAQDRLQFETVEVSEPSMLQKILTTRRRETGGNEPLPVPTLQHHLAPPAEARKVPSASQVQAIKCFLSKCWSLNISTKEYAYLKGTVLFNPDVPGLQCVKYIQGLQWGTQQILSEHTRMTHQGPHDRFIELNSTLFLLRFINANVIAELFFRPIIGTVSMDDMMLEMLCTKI
PG9 binder: PG9 antibody binding by small molecule | TR-FRET gp120-PG9 antibody binding | inhibition, % at 6.7 µM | 0.43% of 360,000 active; in the data active = inhibition above about 8.5%
SMARCA2 activ: activators of SMARCA2 function; MG213 cells, MMTV-luciferase reporter, dexamethasone, overnight; activation, % at 9.1 µM; 1% of 370,000 active; AID 652017; in the data active = activation above about 7.8%;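 note: 0% = vehicle wells and 100% = reference activator wells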
ADAM17 inh: inhibitors of human ADAM17. P78536. recombinant ADAM17, EDANS/DABCYL FRET peptide cleavage. inhibition, % at 6.95 µM. 0.83% of 370,000 active. AID 720648;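 active = inhibition above the mean of compounds lying between control limits plus 3 SD, set per campaign, cut at about 8.5% in these data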;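 note: 0% = DMSO-only wells as the low control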
ssDAF-12 act: activates DAF-12 receptor from parasite S. stercoralis. HEK293 ssDAF-12/GRIP1 lit1-tk-luc reporter, luminescence; % of 3 µM dafachronic acid response. 1% of 370,000 active. AID 652126. activation, % at 6.8 µM;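 active = activation above the mean over all tested compounds plus 3 SD, cut at about 0.9% in these data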;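 note: 0% = DMSO-only wells and 100% = 3 µM delta7-dafachronic acid wells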
* marks the source's active call; other numbers are inactive results; · = no result given; & = joins results of further samples. A portion of the library. The share of hits here may be higher or lower than overall.

Molecule	ADAM17 inh	hcDAF-12 act	PG9 binder	ssDAF-12 act	DAX1 inh-2	GAA850 FXN act	GC-A act	DAX1 inh-1	ADAM10 inh	hgDAF-12 ag	SMARCA2 activ
CC12CN3CC(C)(CN(C1)C3c1cccnc1)C2=O (configuration not stated)	-4	-1.1	-0.2	-1.2	0.1	0.1	0	-0.2	4	1.5	-3
O=c1[nH]c(=O)n(Cc2ccc(F)cc2)c(O)c1C=NCCCN1CCOCC1	-2	-1.2	-1.4	-0.9	0.6	0.3	2	-0.5	0	-0.1	3
CCOC(=O)CC1c2ccccc2-n2nncc2CN1C (configuration not stated)	0	-1.1	-1.0	-0.5	0.5	-1.1	1	0.6	-1	3.9	-2
Cc1cccc(CS(=O)(=O)Cc2ccc(C(=O)N3CCC4(CC3)OCCO4)o2)c1	5	-0.7	0.5	-1.5	1.1	-1.0	-4	0.2	6	-1.3	-1
O=C(Cc1ccccc1)Oc1cccc(N2C(=O)CCC2=O)c1	2	-1.5	0.1	-0.7	0.7	1.4	3	0.5	9	-1.0	0
CN(C(=O)Oc1ccc(C(=O)c2ccc(Cl)cc2)cc1)c1ccccc1	1	0.8	-2.3	-1.5	1.7	-0.1	5	-0.4	-5	1.0	1
Cc1cccc(CNCCc2ccccc2)n1	1	-0.8	-0.3	-0.7	-0.2	2.0	0	-0.2	-8	1.4	-1
O=C(c1cc2nc(-c3ccccc3)cc(-c3ccccc3)n2n1)N1CCC2(CC1)OCCO2	-8	-0.7	-1.1	-1.0	-0.9	-0.6	2	-0.5	-15	-3.6	0
CN1C(=O)NC(=O)C2(Cc3ccccc3N3CCOCC32)C1=O (configuration not stated)	0	-0.9	-3.5	-1.3	2.8	1.9	1	0.4	-1	-1.7	5
COC(=O)CSC1=NN1c1cc(C)nc(N)n1	0	-0.3	-2.7	-1.7	4.7*	0.5	1	-0.1	-9	1.4	-1
Cc1cc(OCC(=O)N2CCC(C(=O)O)(c3ccccc3)CC2)c2c(C)cc(=O)oc2c1	-22	0.1	0.2	-1.6	1.9	1.6	2	-0.2	-111	-2.6	0
Cc1ccc(N=Cc2c(O)n(-c3ccc(C)cc3)c(=O)[nH]c2=O)cc1	-4	-1.0	0.0	-1.0	0.3	-0.9	2	-0.5	1	0.8	-1
O=c1[nH]c(=S)n(Cc2ccco2)c(O)c1C=NCc1cccs1	2	0.2	-0.5	-0.9	-1.0	-0.5	5	0.0	2	-0.6	-3
O=C1NC(=O)C(=Cc2cccs2)C(=O)N1	-1	0.0	-0.8	-1.3	1.2	-1.8	17	1.5	-5	-1.9	-5
CCOCCCN=Cc1c(O)n(Cc2ccccc2)c(=O)[nH]c1=O	-1	-0.5	-0.5	-1.0	-0.3	2.8	7	-0.4	-6	0.7	0
O=C1NC(=O)C(=CCc2ccccc2)C(=O)N1	-6	-1.6	-0.7	-1.1	0.6	-0.6	-3	-0.3	-16	-3.1	-4
CC(C)NP(=O)(NC(C)C)OP(=O)(NC(C)C)NC(C)C	0	-0.6	-0.1	0.2	2.3	0.5	4	-0.6	3	2.4	2
O=C1Nc2ccc(Br)cc2C(c2ccccc2Cl)=NC1O (configuration not stated)	3	-1.7	0.2	-0.9	1.2	0.4	-4	-0.4	3	-3.7	-1
O=c1[nH]c(=S)[nH]c(O)c1N=Nc1ccc(S(=O)(=O)N2CCOCC2)cc1	1	-1.1	-14	-2.1	-1.8	-1.8	0	-1.2	4	-3.6	2
CC(=O)N(C1=NCCCS1)c1ccc(Cl)cc1	-4	-0.1	1.4	-2.1	0.7	3.2	7	-0.2	1	3.8	-2
Cc1c(N=Cc2c(O)n(Cc3ccco3)c(=O)[nH]c2=O)c(=O)n(-c2ccccc2)n1C	-5	0.3	0.7	-0.8	0.2	-2.5	-1	-0.3	-4	-1.1	-1
Cc1ccc(-c2cc(-c3ccc(C)cc3)[n+](-c3ccc(C(=O)O)cc3)c(-c3ccc(C)cc3)c2)cc1	-66	-0.3	2.0	-0.9	1.5	1.2	-1	0.2	-265	1.5	1
COc1ccc(C(CNC(=O)c2ccc3c(c2)CCC3)N(C)C)cc1 (configuration not stated)	0	-1.2	0.4	-1.0	-0.1	1.7	-4	0.4	-12	-0.2	-4
O=C(CCn1nc(-c2ccc(Cl)cc2)ccc1=O)N1CCC2(CC1)OCCO2	-4	-0.6	-0.1	-1.9	1.3	1.2	-2	-0.4	-1	1.1	4
Cc1ccc(OCC(=O)N2CCN(CC3CC4C=CC3C4)CC2)cc1 (configuration not stated)	-6	-1.6	-0.7	-1.1	-0.6	-2.2	15	-0.6	3	1.7	0
Cc1ccc(C2CC(=O)C(C=NCCN3CCN(C(=O)Cc4ccccc4)CC3)=C(O)C2)cc1 (configuration not stated)	-5	-1.6	0.1	-1.0	0.2	-2.2	-2	-0.3	-2	-0.5	0
C[C@@H]1CN([C@@H](C)CO)C(=O)CCCn2cc(nn2)CO[C@H]1CN(C)C(=O)Oc1cccc2ccccc12	-6	0.1	0.0	-0.8	2.2	-1.0	1	0.1	-18	-2.2	-3
O=c1[nH]c(=O)n(-c2ccccc2)c(O)c1N=Nc1ccc(Br)cc1	-16	-0.8	-1.3	-1.2	0.2	-0.5	-8	-2.6	-4	0.1	-1
COC(=O)C1=C(c2ccc(OC)c(OC)c2)C[C@@H]2CC[C@H]1N2C(=O)NCCCOC(C)C	2	-1.4	-0.4	-1.3	1.9	1.1	1	0.4	1	2.1	2
O=C(C(=O)N1CCOCC1)c1cn(Cc2ccc(F)cc2)c2ccccc12	-1	-0.5	0.0	-0.4	1.1	-0.9	-6	-0.4	7	2.2	-2

(listing goes on)
Molecule	ADAM17 inh	hcDAF-12 act	PG9 binder	ssDAF-12 act	DAX1 inh-2	GAA850 FXN act	GC-A act	DAX1 inh-1	ADAM10 inh	hgDAF-12 ag	SMARCA2 activ
Cc1csc(NC(=O)C(Cl)c2ccccc2)n1 (configuration not stated) (tested in a mixture with another compound)	-1	1.9	-0.3	-0.8	·	1.1	-1	0.5	2	0.3	0
CN1C(=O)NC(=O)/C(=C/c2ccc([N+](=O)[O-])s2)C1=O	-9	2.1	-4.0	0.0	-1.2	0.5	11	-0.3	-24	1.3	3
COC(=O)C1=C(c2cc3ccccc3o2)C[C@@H]2CC[C@H]1N2C(=O)N1CCC(O)CC1	-2	-1.1	0.3	-1.4	0.4	0.1	1	0.7	-3	-1.9	1
CC(C)c1cccc(C(C)C)c1OCCn1ccnc1	-1	-1.4	0.2	-1.4	0.3	-1.4	1	-0.2	-7	-0.4	-3
COC(=O)C1=C(c2ccc(OC(F)(F)F)cc2)C[C@@H]2CC[C@H]1N2C(=O)NC1CC1	-2	-1.7	-1.4	-1.5	0.0	-0.6	-5	-0.5	-7	-2.3	-1
O=C(N/N=C/c1c(O)n(CCc2ccc(F)cc2)c(=O)[nH]c1=O)c1ccccc1	2	1.1	-2.9	-0.8	·	0.8	-3	0.5	9	6.1	-3
Cc1ccccc1-n1c(O)c(/C=N/c2nccs2)c(=O)[nH]c1=O	-1&-3	-0.6&-0.1	0.0&0.2	0.6&-0.5	-0.2&-0.3	1.8&1.4	0&2	0.0&0.1	3&-8	1.8&-0.6	4&-3
O=c1[nH]c(=O)n(CCC2=CCCCC2)c(O)c1C=Nc1cccc(F)c1	-2	0.0	-0.2	-1.8	-0.5	-0.3	-2	0.1	-2	2.0	0
CCCCSP1(=S)NCCCO1 (configuration not stated)	-3	-1.5	-1.1	-1.1	0.8	-0.5	7	-0.2	-5	4.0	-1
COc1ccc2nc(NC3=NCCN3)sc2c1	2	10*	-4.0	1.0*	3.3	4.0	1	2.8	0	12*	4
CC(=O)c1cn(Cc2ccccc2C#N)c2ccccc12	-2	-3.9	-0.8	-2.8	-3.2	-2.2	-7	-3.1	0	-7.8	-7
CN(CC#CCN1CCCC1)C(=O)c1cccc(Cl)c1	0	-0.9	-0.4	-1.1	1.4	1.1	0	0.7	-9	0.7	2
CN(C)CC#CCC(O)(c1ccccc1)C1CCCC1 (configuration not stated)	5	2.1	-2.4	-0.9	-0.3	2.0	-23	-0.1	7	-0.7	-5
CC(=O)C1(c2ccccc2)CCNCC1	0	-0.9	0.1	0.2	-0.3	-1.4	0	0.1	13	0.2	-1
COc1cc(OC)c(OC)cc1CNCCc1ccc(F)cc1	-1	-1.8	-1.9	-1.4	1.0	1.0	-14	0.0	5	-0.9	1
CC(C)C(=O)N1CCN(CCN=Cc2c(O)n(C)c(=O)n(C)c2=O)CC1	7	-2.3	-0.2	-0.7	1.9	1.4	-2	-0.3	14	4.7	-5
c1ccc2c(NC3=NCCS3)cccc2c1	-1	1.1	-2.1	0.0	0.8	-0.5	0	-0.6	4	-0.7	1
C[C@]12CC[C@H](O)CC1=CCC1C2CC[C@@]2(C)C1C[C@@H](O)[C@@H]2O (some centres not stated)	-1	0.0	-0.2	0.0	0.9	0.0	-1	0.1	-12	-3.2	-1

Grouped by structure, the entries above with a COOH group.
Molecule	ADAM17 inh	hcDAF-12 act	PG9 binder	ssDAF-12 act	DAX1 inh-2	GAA850 FXN act	GC-A act	DAX1 inh-1	ADAM10 inh	hgDAF-12 ag	SMARCA2 activ
Cc1cc(OCC(=O)N2CCC(C(=O)O)(c3ccccc3)CC2)c2c(C)cc(=O)oc2c1	-22	0.1	0.2	-1.6	1.9	1.6	2	-0.2	-111	-2.6	0
Cc1ccc(-c2cc(-c3ccc(C)cc3)[n+](-c3ccc(C(=O)O)cc3)c(-c3ccc(C)cc3)c2)cc1	-66	-0.3	2.0	-0.9	1.5	1.2	-1	0.2	-265	1.5	1

High-throughput results: PubChem, several laboratories
